Source: PubChem (PCMD)
eIF2B yeast act = GCN4-lacZ reporter reduction in eIF2B-epsilon mutant yeast, primary screen, S. cerevisiae, eIF2B-epsilon R284H, Beta-Glo luminescence | inhibition, % at 25 µM (by protocol) | actives 0.91% (n = 27,000) | AID 688, 2007;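 active means mutant luminescence inhibited past about 50% while wild type luminescence and mutant growth stay under set limits, limit read from the data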; further: some compounds called inactive have numbers as strong as hits
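Assay system: yeast eIF2B-epsilon R284H mutant carrying GCN4–beta-galactosidase fusion / Buffer or medium: YPD / Incubation: 16 h growth with compound at 30 °C, 90 min Beta-Glo step / Detection: Beta-Glo luminescence after Z-buffer lysis, growth by 595 nm absorbance / Read-out: % inhibition of reporter signal and growth versus controls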
Yeast tox = yeast growth toxicity, wild-type and mutant, primary screen, cytotoxicity control for eIF2B function restoration project, wild-type and eIF2Bepsilon R284H mutant, A595; S. cerevisiae wild-type growth, A595 turbidity, 16 h; actives 0.3% (n = 30,000); growth inhibition, % at 25 µM (by protocol); AID 685, 2007;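 active means mutant and wild-type yeast strains alike exhibit over 30% growth inhibition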;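 further: 0% = untreated cell controls and 100% = YPD media blanks without cells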
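System: S. cerevisiae wild-type or eIF2Bepsilon-R284H mutant strain; times: 16 h growth with compound, 30 °C; signal: absorbance at 595 nm (turbidity); measure: growth inhibition (%) versus cell controls and blanks; compound: 25 µM single dose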
Yeast tox inhibition % = also measured in Yeast tox; calls as there; growth inhibition, %; S. cerevisiae eIF2Bepsilon-R284H mutant growth, A595 turbidity, 16 h;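 each compound tested once at 25 µM; 0% equals untreated cells and 100% equals cell-free medium blanks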
eIF2B yeast act mutant toxicity = second read-out of eIF2B yeast act, no call of its own (marks repeat the call); growth inhibition, %; measured here: mutant yeast growth, toxicity;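 each compound tested once at 25 µM; zero equals untreated control growth and 100 equals blank medium absorbance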
An asterisk follows results filed as active; . = no result given. Only part of the results is shown, so the mix of outcomes need not match the whole.

Compound	eIF2B yeast act mutant toxicity	Yeast tox	eIF2B yeast act	Yeast tox inhibition %
O=C(Nc1ccc2c(c1)OCCO2)c1c(F)c(F)c(F)c(F)c1F	-25	-16	-20	-25
CCCn1c(SC(C)C(=O)O)nc2ccccc21 (configuration not stated)	.	10	.	13
O=C(NC1CCCCC1)NC1CC2CCC(C1)N2Cc1nnnn1Cc1ccc2c(c1)OCO2 (configuration not stated)	.	16	4	0
CC1CCCN(CC(=O)Nc2ccc(S(=O)(=O)N3CCCCC3)cc2)C1 (configuration not stated)	-4	12	-32	-4
CCc1ccc(NC2=NC(C(=O)NC3CCCCC3)CC(=O)N2)cc1 (configuration not stated)	.	.	19	.
O=C(CSc1nnc(-c2ccc(S(=O)(=O)N3CCCC3)cc2)o1)N1CCCC1	-16	17	-4	-16
COc1ccc(CNC(=O)COC(=O)c2cc(-c3ccco3)nc3ccccc23)cc1	.	14	.	7
CCOc1ccc(NC(=O)N2CCN(c3nc4ccccc4s3)CC2)cc1	-17	2	-31	-17
CCOCCCNCc1cccc(OC)c1	.	1	27	0
Cc1nc(NCCN)c(C#N)c2c1COC(C)(C)C2	10	1	14	10
CC(C)(C)NC(=O)COC(=O)c1nsc(Cl)c1Cl	12	6	-19	12
CCOC(=O)C1=C(N)n2c(s/c(=C\c3cccnc3)c2=O)=C(C(=O)OCC)C1c1cccnc1 (configuration not stated)	-17	-12	-17	-17
COC(=O)c1c(N)c(C#N)c2n1CCCCC2	-4	24	-16	-4
CCCCCc1nc2ccccc2c(=O)n1N	23	-9	5	23
Cc1cc2c(N)cccc2nn1	-11	-23	16	-11
CCCOc1ccc(-c2nnc(-c3cccs3)o2)cc1	-12	-48	59	-12
Cn1nnnc1SCCNCc1ccc(Cl)cc1	.	22	.	12
Cc1sc(/N=C/c2ccccc2O)c(C#N)c1C	.	12	.	13
CCc1nc(N(CC)CC)c2oc3ccccc3c2n1	.	10	6	0
O=C(CCS(=O)(=O)c1ccc(Br)s1)NC1CCCC1	.	13	.	7
CCOc1ccc(C)cc1S(=O)(=O)n1ccc(C)n1	.	2	.	11
COc1ccc(OC)c(NC(=O)C23CCC(C)(C(=O)O2)C3(C)C)c1 (configuration not stated)	-3	25	-28	-3
Cc1ccc(NS(=O)(=O)c2cc(OCC(N)=O)c(C)cc2Cl)cc1C	-11	-2	22	-11
CC(NS(=O)(=O)c1ccccc1)C(N)=O (configuration not stated)	10	16	33	10
COc1ccc(OC)c(S(=O)(=O)N2CCCC(C)C2)c1 (configuration not stated)	-5	-6	27	-5
Cc1c(C#N)c2ncn(Cc3ccccn3)c(=O)c2n1-c1ccccc1	.	-6	13	0
CCOC(=O)c1c(NC(=O)Cc2cccs2)sc(C(=O)NC2CCCC2)c1C	-33	3	16	-33
CCOc1ccccc1C(=O)N(CN1CCCC1=O)c1cccc(Cl)c1	2	4	19	2
COc1ccccc1C(=O)N1C(CC(=O)Nc2cc(Cl)ccc2C)C(=O)NC2CCCCC21 (configuration not stated)	.	14	-18	0
CCC(C)n1c(NC(=O)c2ccccc2)c(C#N)c2nc3ccccc3nc21 (configuration not stated)	-12	8	9	-12
CCCn1nnc(NC(=O)C(c2ccccc2)c2ccccc2)n1	-19	11	47	-19
CCN(C(=O)c1cn(C)c(=O)c2cc(OC)c(OC)cc12)c1cc(OC)ccc1OC	-23	-6	11	-23
COc1cc(S(=O)(=O)N(Cc2ccc(C)cc2)Cc2ccco2)ccc1-n1cnnn1	-3	-13	13	-3
COc1ccc(Br)cc1CNCCSc1nnnn1C	.	10	-4	0
Cc1ccc(SCCC(=O)N2CCC(C)CC2)cc1	-4	-6	1	-4
Nc1ccc(-n2nncc2-c2ccccc2)cc1	8	5	14	8
Cc1ccc(-c2nnc(SCC(=O)N3c4ccccc4NC(=O)C3(C)C)n2N)cc1	10	4	25	10
CC(Sc1nnc(COc2ccc3ccccc3c2)n1C)C(=O)O (configuration not stated)	-35	-13	20	-35
COc1ccc(NC(=O)Cn2nnc(C(=O)NCc3cccc(OC)c3)c2N)cc1	-16	38	5	-16
CCOc1ccc(NS(=O)(=O)N(C)C)cc1	-18	0	-12	-18
CCCN(Cc1cc2ccc(C)cc2[nH]c1=O)S(=O)(=O)c1ccccc1	19	9	35	19
CCOC(=O)c1cnn(-c2cc(C(C)(C)C)nc3c(-c4ccccc4)c(C)nn23)c1N	-29	4	6	-29
CC(C)(C)OC(=O)N1CCC(C(=O)N[C@@H](Cc2ccccc2)C(=O)O)CC1	-2	-16	15	-2
CC(C)c1cc(C(=O)O)n(-c2ccccc2)n1	.	7	14	0
O=c1c2ccccc2nc(-c2ccco2)n1-c1nc2ccccc2s1	-19	-2	44	-19
O=C(Nc1ccccc1C(F)(F)F)N1CCCCCC1	.	10	11	0
Cc1cccc(NC(=O)c2c(C)nc3ccccn23)c1	8	9	26	8
CCCCSc1nnc(-c2ccc(OC)cc2)n1C	2	-7	30	2
COc1ccc(N2CCN(CCCNC(=O)Nc3ccccc3)CC2)cc1	7	-1	5	7
CCOC(=O)CSC1=C(C#N)C(=O)NC(c2ccc(OC)cc2)S1 (configuration not stated)	.	-1	.	0
O=S1(=O)N=C(N2CCN(Cc3ccccc3)CC2)c2ccccc21	9	-16	11	9
O=C(CN(c1ccccc1)S(=O)(=O)c1ccc(Cl)cc1)Nc1ccccc1C(=O)N1CCCC1	12	-2	-40	12
O=C(Nc1ccncc1)C1COc2ccccc2O1 (configuration not stated)	-8	19	19	-8
Nc1nonc1C(=O)NC(c1ccccc1)c1ccccc1	.	3	.	-10
Cc1ccc(CCC(=O)Nc2ccc(S(N)(=O)=O)cc2)o1	5	11	-37	5
COc1ccc(NC2=NCC(=O)N2c2ccccc2F)c(OC)c1	.	2	.	0
Cc1ccc(CNC(=O)c2ccc(NC(=O)CCS(=O)(=O)c3cccs3)cc2)cc1	-5	6	16	-5
COc1ccc(OCC(=O)N2CCOCC2)cc1	18	16	20	18
CCCC(=O)Nc1ccc2oc(-c3ccncc3)nc2c1	4	19	10	4
CC(C(=O)N1CCOCC1)(c1ccccc1)c1ccccc1	-8	3	16	-8

Continued.
Compound	eIF2B yeast act mutant toxicity	Yeast tox	eIF2B yeast act	Yeast tox inhibition %
CCOC(=O)N1CCN(CC(=O)Nc2cc(OCC)ccc2OCC)CC1	7	10	-2	7
O=C(c1ccco1)N1CCN(C(=O)c2cccn3c(=O)c4c5c(sc4nc23)CCCC5)CC1	11	-13	28	11
COc1ccc(-c2ccc(S(=O)(=O)N3CCOCC3)cc2)cc1	-45	20	25	-45
Cc1ccnc(NC(=O)CCC(=O)N(CC(=O)NC2CCCCC2)CC2CCCO2)c1 (configuration not stated)	.	6	-8	0
CCOc1ccc(S(=O)(=O)NCc2ccccn2)cc1	.	12	.	8
CC/C(C)=C1\SC(N2CCOCC2)=NC1=O	.	5	.	5
CCN1CCN(C(=O)CN2C(=O)c3cccc4cccc2c34)CC1	.	.	11	.
Cc1ccc(S(=O)(=O)N2CCN(S(=O)(=O)N3CCCCC3)CC2)cc1	-13	10	-5	-13
CCCCN(C(=O)NC(=O)Nc1ccccc1OC)S(C)(=O)=O	-4	-6	-6	-4
Clc1ccc(C=NC23CN4CN(CN(C4)C2)C3)cc1	-10	9	-12	-10
CCN(CC(=O)Nc1ccc2c(c1)OCCO2)C(=O)c1cccc(S(=O)(=O)N2CCOCC2)c1	11	24	16	11
CCOC(=O)c1nnn(-c2nonc2-n2cccc2)c1C	.	5	-36	0
CCCCN(C(=O)NC(=O)Nc1cccc(C)c1C)S(C)(=O)=O	7	7	-27	7
COc1ccc(Cc2nc3ccc(S(=O)(=O)N4CCOCC4)cc3[nH]2)cc1OC	-15	-38	-26	-15
CC(C)n1cc(C(=O)c2cc(Br)ccc2O)cc(C#N)c1=O	.	17	.	9

3 of these compounds in a different format.
CCCCN(C(=O)NC(=O)Nc1ccccc1OC)S(C)(=O)=O
  eIF2B yeast act mutant toxicity: -4	Yeast tox: -6	eIF2B yeast act: -6	Yeast tox inhibition %: -4
Clc1ccc(C=NC23CN4CN(CN(C4)C2)C3)cc1
  eIF2B yeast act mutant toxicity: -10	Yeast tox: 9	eIF2B yeast act: -12	Yeast tox inhibition %: -10
CCN(CC(=O)Nc1ccc2c(c1)OCCO2)C(=O)c1cccc(S(=O)(=O)N2CCOCC2)c1
  eIF2B yeast act mutant toxicity: 11	Yeast tox: 24	eIF2B yeast act: 16	Yeast tox inhibition %: 11

Next compounds:
Compound	eIF2B yeast act mutant toxicity	Yeast tox	eIF2B yeast act	Yeast tox inhibition %
Cc1ccc(C2c3c(-c4ccccc4O)n[nH]c3C(=O)N2Cc2ccncc2)cc1 (configuration not stated)	15	2	22	15
CCSc1nc(N)c2c3c(sc2n1)CCC3	-10	8	6	-10
CCCn1c(/N=C/c2c[nH]c3ccccc23)nc2ccccc21	-10	-7	-11	-10
O=C(c1ccc2c(c1)OCO2)N1CCN(C(=O)c2ccco2)CC1	17	20	36	17
CCc1nnc(NC(=O)C2CCCN(c3nc4ccccc4s3)C2)s1 (configuration not stated)	.	5	-1	0
COc1ccc(OC)c2c(N3CCN(C)CC3)cc(C(F)(F)F)nc12	-25	-12	40	-25
O=C(NC1CCCCCC1)C1CCN(c2nc3ccccc3o2)CC1	.	15	17	0
CCc1nc(Nc2ccc3nccnc3c2)c2oc3ccccc3c2n1	-12	-20	-1	-12
O=C(O)C1C2CCC(O2)C1C(=O)Nc1cnn(Cc2ccccc2)c1 (configuration not stated)	.	20	.	3
COc1ccc(C)cc1NC(=O)COC(=O)c1c(C)noc1C	-5	23	5	-5
CCOC(=O)C(CCC(=O)O)(CCC(C)C)c1csc(N)n1 (configuration not stated)	.	12	.	13
O=C(CN1C(=O)NC2(CCCCCC2)C1=O)N1CCN(S(=O)(=O)c2ccc(Cl)cc2)CC1	.	38	.	11
c1nc(N2CCCC2)c2[nH]cnc2n1	-8	-12	19	-8
CNC(=S)Nc1ccc(Nc2ccccc2)cc1	20	10	16	20
COc1cc(-c2nnc(-c3cc(OC)c(OC)c(OC)c3)o2)cc(OC)c1OC	.	.	-8	.
COC(=O)CCNc1ccc2c(c1)OCCO2	.	20	.	-3
O=S(=O)(c1ccc(Br)s1)N1CCN(Cc2ccc3c(c2)OCO3)CC1	.	15	8	0
COc1ccc(C(=O)CSc2nnc(CNc3ccc(C)cc3C)o2)cc1	.	.	11	.
COc1cc(C(=S)N2CCC(C)CC2)ccc1O	6	11	0	6
COc1ccc(OCC(O)Cn2cnc(-c3ccc(Br)cc3)c2)cc1 (configuration not stated)	-4	7	7	-4
O=C(Nc1cccc(C(F)(F)F)c1)c1ccco1	.	22	.	-18
CCCCOc1ccc(Br)cc1/C(C)=N/NC1=NCCN1	-24	-12	-42	-24
O=C(NCc1ccncc1)c1ccc(Br)cc1	11	0	13	11
Cn1c(SCC(=O)NCc2ccco2)nnc1-c1cccs1	8	-17	21	8
CC1(C)Oc2ccc(NC(=O)c3ccco3)cc2O1	14	16	-11	14
COc1cc(=O)n2c(-c3ccccc3)csc2n1	-9	10	36	-9
CC(C)(C)OCC(NC(=O)C(CC(N)=O)NC(=O)OC(C)(C)C)C(=O)OC(C)(C)C (configuration not stated)	12	20	1	12
CCOC(=O)C1=C(C)N(C)C(C)=C(C(=O)OCC)C1c1ccncc1	4	-7	22	4
O=C(CCC(=O)CCN1CCCCC1)CCN1CCCCC1	5	3	-4	5
CCCOc1ccc(/C(O)=C2/C(=O)C(=O)N(CCCn3ccnc3)C2c2ccco2)cc1 (configuration not stated)	.	16	14	0
COc1ccc(S(=O)(=O)N2CCOCC2)cc1C(C)C	.	8	18	0
C=CCn1c(SCC(O)Cn2c3ccccc3c3ccccc32)nnc1-c1ccco1 (configuration not stated)	-26	-10	17	-26
CC(=O)c1c(C)n(CCO)c2ccc(O)cc12	.	13	.	10
COc1ccccc1N(C)S(=O)(=O)c1ccc(C(=O)N(CC(N)=O)C(C)C)cc1	-5	6	32	-5
CCCCN(CC)c1nc(-c2ccncc2)nc2ccccc12	.	11	.	-3
Cc1ccc(N(CC(=O)O)S(=O)(=O)c2cccc3nonc23)cc1	-5	5	5	-5

Laid out differently: entries from further up.
Under each structure – eIF2B yeast act mutant toxicity	Yeast tox	eIF2B yeast act	Yeast tox inhibition %
CC(=O)c1c(C)n(CCO)c2ccc(O)cc12
 : .	13	.	10
COc1ccccc1N(C)S(=O)(=O)c1ccc(C(=O)N(CC(N)=O)C(C)C)cc1
 : -5	6	32	-5
